ARNT TACC3 PPI – disruptors of human ARNT/TACC3 interaction; Q9Y6A5; AlphaScreen His-ARNT PAS-B/GST-TACC3 binding, luminescence; TACC3 fragment carries E629A point mutation; inhibition, % at 9.99 µM; actives 0.66% (n = 390,000);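 active = mean inhibition of replicates at least 50% and at least half of replicates each reaching 50%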;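 also: 0% = complete ARNT plus TACC3 wells and 100% = ARNT alone without TACC3; many hits fall short of the cut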
INS-1E GSIS act – primary screen for activators of insulin secretion dependent on glucose, INS-1E cells, GLuc reporter luminescence | INS-1E GLuc reporter insulin secretion, 2-3 h | actives 0.61% (n = 370,000) | activation, % at 16.6 µM;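 active = lowest replicate activation of at least 40%, so every replicate reaches that level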;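 also: 0% = median of neutral control wells and 100% = median of IBMX positive control wells; some compounds called inactive have numbers as strong as hits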
Cneo AK release – Cryptococcus neoformans lysis via adenylate kinase release; lysis activity, % at 15 µM; C. neoformans lysis, adenylate kinase release luminescence, 4 h; normalised: neutral wells 0, clomiphene wells 100; AID 651654; actives 0.2% (n = 360,000);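 active = mean lysis activity across replicates of at least 80%, whatever share of replicates individually reach that level; inactive = mean lysis activity below 80%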
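Material – Cryptococcus neoformans yeast cells · Quantity – 5 × 10^6 yeast cells/mL · Buffer or medium – YPD medium · Compound – single dose · Timing – 4 h static compound exposure, 37 °C, read 1 h post-reagent · Signal – adenylate kinase release luminescence · Read-out basis – lysis from increased AK signal · Benchmarks – Clomiphene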
PglD inh – inhibitors of Campylobacter jejuni PglD acetyltransferase; inhibition, % at 12.5 µM; purified PglD enzyme, DTNB colorimetric CoA detection; AID 602405; actives 0.098% (n = 360,000); in the data active = inhibition above about 16%, passing the limit was not always enough; also: strong numbers were not always called active
C2C12 statin – suppression of simvastatin myotoxicity | C2C12 myotubes + simvastatin, ATP luminescence, 48 h; scaled: DMSO 0, geranylgeraniol control 100 | rescue of ATP level, % at 7.49 µM | actives 0.78% (n = 330,000);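 active = mean ATP rescue above about 67%, or every replicate alone reaching that limit, limit read from the data, passing the limit was not always enough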;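 also: myotubes were challenged with 10 µM simvastatin during compound exposure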
PGC1a acetyl inh – modulators of PGC1a acetylation. U2OS PGC1a acetylation, AlphaScreen anti-acetyl-lysine; with virally co-expressed GCN5 acetyltransferase. inhibition, % at 15.6 µM. actives 0.17% (n = 350,000). AID 651687;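 active = every replicate shows inhibition of at least 40%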;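 also: 0% = neutral control wells and 100% = positive control wells; some results beyond the cut were filed as inactive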
PAX8 reporter – inhibitors of PAX8 transcriptional activity in RMG-I cells; RMG-I TPO-luciferase reporter, SteadyGlo, 24 h; inhibition, % at 12.6 µM; actives 1.2% (n = 360,000); AID 652154;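 active = mean replicate inhibition at least 60% with every replicate also reaching 60%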;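 also: luciferase light reporting Pax8 driven TPO promoter activity; plate controls were median of neutral control wells for no effect and mitoxantrone controls for full effect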
LGR2 antag – inhibitors of bursicon-induced Drosophila LGR2 receptor cAMP signaling; inhibition, % at 9.99 µM; actives 0.35% (n = 380,000); HEK293 LGR2, CRE-luciferase, bursicon-stimulated, 4 h;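 active = drop in luminescence signal, shown as inhibition above about 50% in the replicate tests, limit read from the data, passing the limit was not always enough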;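 also: agonist challenge used bursicon conditioned medium at about half maximal strength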
The depositor's hits bear a star; · = not tested or not shown.

cpd	Structure	ARNT TACC3 PPI	INS-1E GSIS act	PAX8 reporter	Cneo AK release
1	O=C(COC(=O)Cc1ccccc1F)NCc1ccc(Cl)cc1	-42	-26	·	0
2	Cc1ccc(C(=O)NCC(=O)OC(C)C(=O)NC2CCCCC2C)cc1C (stereo not drawn)	-5	18	-5	·
3	OCCNc1nc(OCC(F)(F)F)nc(N2CCN(C34CC5CC(CC(C5)C3)C4)CC2)n1	1	·	·	6
4	O=S(=O)(NC1CCN(Cc2ccccc2)CC1)c1cccc(S(=O)(=O)N2CCOCC2)c1	4	·	·	-1
5	O=C(O)CNS(=O)(=O)c1ccc2[nH]c(=O)c(=O)[nH]c2c1	-4	4	-29	0
6	O=C(Nc1nccs1)[C@H]1[C@H](CO)[C@H]2Cn3c(ccc(-c4cccnc4)c3=O)[C@H]2N1CC1CCCC1	-7	4	·	0
7	COc1ccc(S(=O)(=O)N(C)C[C@H]2OCCCC[C@@H](C)Oc3ccc(NC(=O)CCC(F)(F)F)cc3C(=O)N([C@@H](C)CO)C[C@@H]2C)cc1	6	-12	-27	-3
8	O=C(c1ccc(F)cc1)C1CCN(C(=O)N2CCOCC2)CC1	-5	·	·	-1
9	COc1cccc2c(=O)cc(C)n(CC(=O)Nc3cccc(C)c3)c12	0	6	15	-2
10	CO[C@H]1CN(C)C(=O)c2ccc(NC(=O)Nc3ccccc3F)cc2OC[C@H](C)NC[C@H]1C	-6	5	·	-4
11	COC(=O)c1cc(S(=O)(=O)N2CCN(Cc3ccccc3)CC2)c[nH]1	0	-7	4	-1
12	O=C(COc1ccccc1)Nc1ccccc1C(=O)NC1CC1	-4	44*	2	-1

cpd	PGC1a acetyl inh	PglD inh	LGR2 antag	C2C12 statin
1	-2	0	-3	100*
2	·	·	-6	·
3	15	·	·	-15
4	-4	4	·	-3
5	3	-3	-2	-3
6	·	-1	-30	21
7	3	-1	12	·
8	4	0	·	9
9	6	1	9	3
10	6	-3	11	16
11	·	-4	17	5
12	·	-8	3	5

From entry 2 to 3, as listed above:
cpd	Structure	ARNT TACC3 PPI	INS-1E GSIS act	PAX8 reporter	Cneo AK release
2	Cc1ccc(C(=O)NCC(=O)OC(C)C(=O)NC2CCCCC2C)cc1C (stereo not drawn)	-5	18	-5	·
3	OCCNc1nc(OCC(F)(F)F)nc(N2CCN(C34CC5CC(CC(C5)C3)C4)CC2)n1	1	·	·	6

cpd	PGC1a acetyl inh	PglD inh	LGR2 antag	C2C12 statin
2	·	·	-6	·
3	15	·	·	-15

The list goes on:
cpd	Structure	ARNT TACC3 PPI	INS-1E GSIS act	PAX8 reporter	Cneo AK release
13	CCNC(=O)C1(C)CCN(Cc2ccc(C(=O)OCC)o2)C1 (stereo not drawn)	·	14	22	-1
14	Oc1ccc(-c2cnc(-c3ccc(O)cc3)nc2)cc1	-6	15	-160	-6
15	Cc1ccc(/C(O)=C2/C(=O)C(=O)N(CCCn3ccnc3)C2c2cccnc2)cc1 (stereo not drawn)	1	17	-1	-8
16	CCN(CC)CCOC(=O)c1ccc(N/C=C(/C#N)c2nc(-c3ccc4c(c3)OCO4)cs2)cc1	-2	6	4	2
17	COc1ccc(C2Nc3ccccc3C(=O)N2Cc2ccccc2)cc1OC (stereo not drawn)	·	10	-10	0
18	CN(C)C(=O)COC(=O)c1cccc(S(=O)(=O)Nc2ccc(OCc3ccccc3)cc2)c1	5	-14	-28	0
19	Cc1ccc(N2CC(C(=O)NCCN3CCOCC3)CC2=O)cc1 (stereo not drawn)	2	15	0	-1
20	O=C(Nc1ccc2c(c1)[C@H]1C[C@@H](CC(=O)N3CCCCC3)O[C@@H](CO)[C@H]1O2)C1CCOCC1	-6	9	-8	0
21	CCCOc1ccc(C(=O)NCC(c2cccs2)N(C)C)cc1 (stereo not drawn)	8	5	-2	0
22	O=C(C[C@H]1C=C[C@H](NC(=O)c2ccncc2)[C@@H](CO)O1)NCCc1ccncc1	-7	8	·	-2
23	COc1ccccc1NC(=O)NCCN1CCNC1=O	-9	·	-6	-3
24	CC(=O)Nc1nnc(COc2ccccc2)s1	2	2	-25	·

cpd	PGC1a acetyl inh	PglD inh	LGR2 antag	C2C12 statin
13	-14	0	9	1
14	·	-4	17	24
15	-14	-5	2	11
16	1	3	-2	·
17	-2	-3	-2	21
18	·	0	-13	5
19	1	5	8	-27
20	-20	4	-9	7
21	2	0	-3	-7
22	-8	0	-6	4
23	3	1	·	-4
24	0	·	-14	7

(cont.)
cpd	Structure	ARNT TACC3 PPI	INS-1E GSIS act	PAX8 reporter	Cneo AK release
25	Clc1ccccc1-c1nnc2n1-c1ccccc1SC2	3	16	3	·
26	COc1cccc(CNC(=O)[C@@H]2[C@@H](CO)[C@@H]3Cn4c(ccc(-c5cccnc5)c4=O)[C@H]2N3C(C)=O)c1	-3	2	-7	-5
27	O=C1Nc2ccc(Br)cc2C1(O)c1ccc(F)cc1 (stereo not drawn)	-1	-29	2	-4
28	CCCC(=O)Nc1ccc2c(c1)C(=O)N(C)[C@H]1CC[C@@H](CC(=O)O)O[C@@H]1CO2	·	5	-28	-4
29	COc1ccc(S(=O)(=O)N(C)C[C@@H]2Oc3ccc(NS(=O)(=O)c4cn(C)cn4)cc3CC(=O)N([C@H](C)CO)C[C@H]2C)cc1	·	10	-9	-2
30	CC(=O)Cc1ccccc1OC(=O)c1ccco1	-3	·	7	0
31	CO[C@H]1CC[C@@H]2CCN(C)C(=O)[C@@H](C)[C@H](OC)CN(C)C(=O)c3cccc(C#N)c3OC[C@@H]1O2	-4	-12	-9	55
32	CC(C)NC(=O)N(C)C[C@H]1Oc2cc(C3=CCCCC3)ccc2S(=O)(=O)N([C@@H](C)CO)C[C@H]1C	-1	-5	·	-5
33	O=C(c1cccc(F)c1)N1CCCCN2[C@H](CO)[C@@H](c3ccc(-c4ccccc4)cc3)[C@@H]2C1	-5	-12	-12	0
34	CC1(C)CN(c2ccccc2)N(Cc2ccc(F)cc2)C1=O	-6	-3	·	0

cpd	PGC1a acetyl inh	PglD inh	LGR2 antag	C2C12 statin
25	·	·	23	·
26	·	-2	5	0
27	-7	-2	25	5
28	12	-3	5	-2
29	15	-2	-8	0
30	·	-3	·	·
31	16	-1	-1	-4
32	-8	3	-1	·
33	-7	-5	14	·
34	-5	-6	3	3

Quoted at random: 5 compounds from above, in no set order.
cpd	Structure	ARNT TACC3 PPI	INS-1E GSIS act	PAX8 reporter	Cneo AK release
28	CCCC(=O)Nc1ccc2c(c1)C(=O)N(C)[C@H]1CC[C@@H](CC(=O)O)O[C@@H]1CO2	·	5	-28	-4
30	CC(=O)Cc1ccccc1OC(=O)c1ccco1	-3	·	7	0
34	CC1(C)CN(c2ccccc2)N(Cc2ccc(F)cc2)C1=O	-6	-3	·	0
31	CO[C@H]1CC[C@@H]2CCN(C)C(=O)[C@@H](C)[C@H](OC)CN(C)C(=O)c3cccc(C#N)c3OC[C@@H]1O2	-4	-12	-9	55
25	Clc1ccccc1-c1nnc2n1-c1ccccc1SC2	3	16	3	·

cpd	PGC1a acetyl inh	PglD inh	LGR2 antag	C2C12 statin
28	12	-3	5	-2
30	·	-3	·	·
34	-5	-6	3	3
31	16	-1	-1	-4
25	·	·	23	·

Assay outcomes from PubChem.
